JMJD2A Tudor inh – blocks the human JMJD2A Tudor domain. AlphaScreen JMJD2A-Tudor / H3K4me3 peptide binding. Potency, µM (highest dose often 114 µM), without a hit: at the highest dose activity change, negative = inhibition, usual class: inhibitors. 390,000 compounds, 4.4% hits. AID 504339; also: % is scaled to controls: 0 for no effect and ±100 for the full control effect; nearly all actives have a fitted effect of over 50% in size
ERG Ets-DNA blk – inhibitors of human ERG Ets domain-DNA interaction. fluorescence polarization, His-ERG Ets domain / labelled DNA. Potency, µM (series often up to 76.9 µM), for inactives: at the top dose FP activity, negative = inhibition, actives largely listed as inhibitors. 370,000 compounds, 0.028% hits. AID 624246; active = well fitted inhibition curve with a large enough effect in the polarisation, with a control signal flat; inconclusive = small, poorly fitted or top-dose-only effect, or effect the other way, or a change in a side signal; inactive = no such curve, though single readings can be large or run the other way; the % refers to the polarisation;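 also: polarization taken with two DNA probes labelled with fluorescein and Texas red; % of control where 0% means no effect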
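His-tagged ERG Ets domain (1 uM in the protein solution; 300mM KCl, 50mM Tris-HCl, 1mM EDTA, 1mM DTT, pH 7.5) received compound, then a probe mix of 5 nM fluorescein-DNA and 100nM Texas-615-DNA. Fluorescence polarization was read for both dyes.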
12-LOX inh – blocks human arachidonate 12S-lipoxygenase. P18054. purified 12hLO, xylenol orange hydroperoxide absorbance. Potency, µM (doses to about 108 µM), for inactives: at the top dose activity change, negative = inhibition, most hits filed as inhibitors. 580,000 compounds, 1.1% hits. AID 1671190; also: % is scaled to controls: 0 for no effect and ±100 for the full control effect
Target sequence (P18054 whole entry, looked up): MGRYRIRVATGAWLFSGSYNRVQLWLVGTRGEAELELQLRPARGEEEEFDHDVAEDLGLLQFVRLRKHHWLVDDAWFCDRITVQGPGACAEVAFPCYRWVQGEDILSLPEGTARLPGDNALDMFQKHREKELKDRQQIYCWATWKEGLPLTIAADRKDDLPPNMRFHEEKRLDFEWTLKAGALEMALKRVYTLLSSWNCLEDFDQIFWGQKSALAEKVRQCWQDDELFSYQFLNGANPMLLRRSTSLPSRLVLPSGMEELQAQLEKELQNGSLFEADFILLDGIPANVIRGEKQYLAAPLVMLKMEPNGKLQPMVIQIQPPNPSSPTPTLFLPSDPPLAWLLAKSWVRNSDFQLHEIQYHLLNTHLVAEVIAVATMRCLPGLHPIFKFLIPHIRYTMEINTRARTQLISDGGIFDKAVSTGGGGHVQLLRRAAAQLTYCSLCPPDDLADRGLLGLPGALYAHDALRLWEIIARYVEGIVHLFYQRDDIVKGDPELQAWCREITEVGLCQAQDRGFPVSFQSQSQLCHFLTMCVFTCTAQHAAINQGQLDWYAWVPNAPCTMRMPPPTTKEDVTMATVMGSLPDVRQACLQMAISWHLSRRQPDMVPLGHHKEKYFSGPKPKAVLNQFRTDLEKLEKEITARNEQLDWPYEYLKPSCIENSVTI
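Purified human 12hLO (150 nM final) in 25 mM Hepes, 0.01% Triton X-100, pH 7.0 was preincubated 15 min at room temperature with compound. Then 40 uM arachidonic acid was added, 30 min. Hydroperoxide was read by Fe-XO absorbance ratio 573/405 nm.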
Tb PGK inh – T. brucei PGK inhibition; P07378; PGK/GAPDH coupled, Kinase-Glo luminescence, 60 min; 380,000 compounds, 0.043% hits; Potency, µM (highest dose often 57.5 µM), for inactives: at the highest dose activity change, negative = inhibition, actives largely listed as inhibitors; also: % is scaled to controls: 0 for no effect and ±100 for the full control effect; nearly all actives have a fitted effect of over 60% in size
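Recombinant glycosomal PGK reaction used 1,3-bisphosphoglycerate generated in-well by GAPDH (100nM final) in 100mM TEA pH 7.6, 5mM MgCl2, 0.01% Tween-20. After 60 minutes at room temperature, ATP was read by Kinase-Glo Plus luminescence end-point.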
TrxR1 inh – blocks rat thioredoxin reductase 1; recombinant rTrxR1, NADPH fluorescence consumption, selenite substrate; O89049; Potency, µM (highest dose often 114 µM), for inactives: at the top dose activity change, negative = inhibition, most hits filed as inhibitors; 390,000 compounds, 1% hits; also: % is scaled to controls: 0 for no effect and ±100 for the full control effect; nearly all actives have a fitted effect of over 65% in size
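Rat TrxR1 (90 nM in the dispensed reagent) was pre-reduced with 400 uM NADPH for 5 min at room temperature, then incubated with compound for 15 min. After 400 uM selenite was added, NADPH fluorescence (Ex 340/Em 450 nm) was followed for 8 min.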
RGS4 inh – human RGS4 inhibition. P49798. Transcreener GDP fluorescence polarization, RGS4-accelerated GTP hydrolysis. Potency, µM (titrated, usually from 114 µM), for the others: at the top dose activity change, negative = inhibition, usual class: inhibitors. 390,000 compounds, 0.039% hits. AID 504845; also: % is scaled to controls: 0 for no effect and ±100 for the full control effect; nearly all actives have a fitted effect of over 75% in size; some results filed as inactive show a strong effect at the top dose
Target sequence (P49798 whole entry, looked up): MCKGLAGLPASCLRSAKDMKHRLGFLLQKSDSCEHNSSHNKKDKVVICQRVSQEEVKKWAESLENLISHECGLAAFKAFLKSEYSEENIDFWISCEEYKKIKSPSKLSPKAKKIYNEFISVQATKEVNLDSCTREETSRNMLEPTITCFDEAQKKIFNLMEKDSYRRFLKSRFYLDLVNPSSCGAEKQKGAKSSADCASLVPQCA
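MLSMR compounds (23 nl, pin-transferred) preincubated 10 min at room temperature with a 500nM (2x) first reagent, then RGS4 at 900nM (2x) plus Transcreener GDP mix added; fluorescence polarization (620/688 nm) read before and after 90 min at 30 °C.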
HP1b chromo inh – HP1-beta chromodomain-methylated histone interaction inhibition | AID 540317 | AlphaScreen HP1-beta / biotin-H3K9me3 peptide binding | Potency, µM (highest dose often 114 µM), without a hit: at the top dose activity change, negative = inhibition, hits mostly inhibitors | P83916 | 390,000 compounds, 0.56% hits; also: nearly all actives have a fitted effect of over 70% in size; inactives centre near 23
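Compound inhibition of the preformed complex between 50 nM HP1-beta and 50 nM biotinylated H3K9me3 peptide was read by AlphaScreen. Buffer was PBS pH 7.4 with 0.01% Tween-20. Incubations ran 30 min at room temperature, with 10 ug/mL donor/acceptor beads.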
Pin1 inh – blocks the human prolyl isomerase Pin1; Q13526; Pin1 FP peptide displacement, HiFluor488, 10 min; Potency, µM (top dose mostly 115 µM), inactives show top-dose activity, negative = inhibition, hits mostly inhibitors; 390,000 compounds, 0.009% hits; active = well fitted inhibition curve with a large enough effect in the polarisation, with a control signal flat, not every such curve was filed as active; inconclusive = small, poorly fitted or top-dose-only effect, or effect the other way, or a change in a side signal; inactive = no such curve, though single readings can be large or run the other way; the % refers to the polarisation; also: % is scaled to controls: 0 for no effect and ±100 for the full control effect
Target sequence (Q13526 whole entry, looked up): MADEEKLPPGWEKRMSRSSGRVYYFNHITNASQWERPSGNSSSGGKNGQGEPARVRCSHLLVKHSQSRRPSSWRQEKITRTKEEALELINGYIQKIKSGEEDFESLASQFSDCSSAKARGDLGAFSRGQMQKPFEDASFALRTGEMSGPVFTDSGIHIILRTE
GLS inh – inhibitors of human glutaminase (GLS); 410,000 compounds, 0.21% hits; GLS enzymatic activity, qHTS titration; Potency, µM (titrated, usually from 45.5 µM), for inactives: at the highest dose activity change, negative = inhibition, most hits filed as inhibitors; also: % is scaled to controls: 0 for no effect and ±100 for the full control effect
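hKGA in 45 mM KH2PO4 pH 8.2, 0.02% Tween-20 with pin-transferred compounds; 1 mM L-glutamine (stock) plus glutamate oxidase/HRP/Amplex Red coupling added. Fluorescence read initially and after 30 min at RT.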
* marks the source's active call; other numbers are inactive results; i = inactive; ? = inconclusive; · = not tested or not shown; & = joins results of further samples; [ ] = another dose, or the depositor's remark. Unless noted, calls follow the shape of the dose curve; as a rule, active = well fitted curve in the direction sought with a large enough effect; inconclusive = small, poorly fitted or top-dose-only effect, or another doubt; inactive = no such curve, though single readings can be large; an effect the other way counts as inactive or inconclusive. Potency is read from the fitted curve at half-maximal effect. Not all compounds are listed (hit frequency here may not be typical).

SMILES	JMJD2A Tudor inh	ERG Ets-DNA blk	12-LOX inh	Tb PGK inh	TrxR1 inh	RGS4 inh	HP1b chromo inh	Pin1 inh	GLS inh
COc1ccc(OC)c(NC(=O)CCC(=O)N(Cc2ccc(OC)c(OC)c2)c2nccs2)c1	?	-2%	16%	-5%	-6%[57.1 µM]	15%	-23%	-17%	2%
O=C(O)CSc1ccc(Oc2ccc(SCC(=O)O)cc2)cc1	-10%	-7%	-9%	-6%	12%[57.1 µM]	6%	26%	-4%	-8%
COC(=O)CCC(=O)c1oc2ccccc2c1N	-23%	-13%	-6%	-6%	4%	15%	16%	-6%	-1%
NC(=O)c1cnn2c(-c3ccc(Cl)cc3Cl)ccnc12	-6%	-6%	·	-10%	7%	-9%	32%[activator]	4%	-26%
Cn1nnnc1SCC(=O)Nc1nc(-c2ccc(F)c(F)c2)cs1	-5%	1%	-29%	5%	12%	24%	39%[activator]	22%	-6%
CC(=O)N1CCSc2ccc(S(=O)(=O)Nc3cccc(C)c3)cc21	-20%	-3%	-13%	i	20%	4%[56.9 µM]	25%	1%	-8%
COc1ccc(CCN(C)C(=O)c2cc(S(=O)(=O)N3CCCCC3)ccc2Cl)cc1OC	-21%	7%	2%	-9%	-4%[57.1 µM]	2%	-4%	-5%	-1%
CCOc1cccc(C(=O)Nc2ccc(-c3nc4ncccc4o3)cc2C)c1	-20%	-3%	-20%	i	34%[57.1 µM]	6%	17%	6%	1%
CNC(=O)c1cnc2sc(N3CCC(C)CC3)nn2c1=O	-29%	-5%	-4%	-19%	20%[57.1 µM]	1%	8%	-1%	17%
Cc1cc(C)c2c(=O)[nH]c(SCc3ccccc3)nc2n1	-17%	-16%	?	i	15%[11.4 µM]	-10%	18%	1%	2%
Cc1nnc(-n2cnc3ccccc32)c2ccccc12	-6%	2%	-16%	7%	9%[57.1 µM]	1%	48%[activator]	1%	-1%
CC(C)(C)C(=O)Nc1cc(NC(=O)C(C)(C)C)cc(C(=O)NNC(=O)c2ccncc2)c1	-11%	12%	25%	-1%	15%	18%	0%	-8%	18%
O=C(CSc1nc(O)c(C2CCCCC2)c(=O)[nH]1)Nc1ccccc1Cl	2%	12%	-21%	0%	35%[57.1 µM]	17%	22%	-1%	?
CN(C)c1ccc(NC(=O)c2ccncc2)c2ccccc12	-17%	4%	407%[activator]	3%	-7%	-8%	9%	?	12%
COc1ccc(NCc2cc3cc4c(cc3n(CC(=O)Nc3ccc(F)cc3F)c2=O)OCO4)cc1	-18%	2%	13%	5%	17%	-9%	28%	?	?
COC(=O)c1ccc(CSc2nc3ccccc3c(=O)n2-c2cccc(OC)c2)o1	-28%	·	14%	-12%	?	-21%	8%	18%	-10%
Cc1ccc(N2CCN(S(=O)(=O)N(C)C)CC2)cc1C	-3%	-12%	-10%	-6%	1%	4%	33%	0%	-5%
O=C(CSc1nc2c([nH]c3ccccc32)c(=O)n1-c1ccccc1F)Nc1ccccc1C(F)(F)F	-29%	4%	0%	12%	30%[57.1 µM]	2%	10%[57 µM]	2%	6%
COc1cccc(C(=O)n2ccc(-c3cccs3)n2)c1	44%[activator]	-2%	262%[activator]	-5%	7%[57.1 µM]	-17%	69%[activator]	0%	0%
NC(N)=N/N=C/c1ccc(OCc2ccccc2)cc1	-21%	·	?	-10%[11.5 µM]	33%	34%	-7%	2%	13%
COc1cccc(NC(=O)c2cn(C)c(=O)c3cc(OC)c(OC)cc23)c1	?	5%	0%	i	8%[57.1 µM]	-65%[11.4 µM]	-15%	9%	?
CCOc1ccc2[nH]c3ncccc3c(=O)c2c1	-2%	8%	-7%	-2%	14%	5%	22%	?	-15%
COc1cc(/C=C/C(=O)OCC(=O)NC2CCCCCCC2)ccc1O	-22%	2%[15.4 µM]	68%[activator]	-2%	-23%	4%	10%	-2%	14%
Clc1ccc(CNc2ccc(CNc3ncn[nH]3)cc2)cc1	?	1%	25%	-1%	-1%	-12%	-6%	-6%	18%
COc1ccc(C(=O)C(O)C(c2ccc(C)cc2)N2CCOCC2)cc1OC (stereo unspecified)	-8%	3%	-11%	-4%	18%[57.1 µM]	12%	26%	1%	-4%

Pulled by structure from above:
SMILES	JMJD2A Tudor inh	ERG Ets-DNA blk	12-LOX inh	Tb PGK inh	TrxR1 inh	RGS4 inh	HP1b chromo inh	Pin1 inh	GLS inh
Cn1nnnc1SCC(=O)Nc1nc(-c2ccc(F)c(F)c2)cs1	-5%	1%	-29%	5%	12%	24%	39%[activator]	22%	-6%
COc1cc(/C=C/C(=O)OCC(=O)NC2CCCCCCC2)ccc1O	-22%	2%[15.4 µM]	68%[activator]	-2%	-23%	4%	10%	-2%	14%

The listing continues.
SMILES	JMJD2A Tudor inh	ERG Ets-DNA blk	12-LOX inh	Tb PGK inh	TrxR1 inh	RGS4 inh	HP1b chromo inh	Pin1 inh	GLS inh
O=C(CN1CCN(S(=O)(=O)c2ccc3ccccc3c2)CC1)Nc1ccc2c(c1)CCC2	-27%	2%	2%	i	11%	-18%	27%	6%	1%
CCOc1ccc(CCNC(=O)COC(=O)c2nc3nc(C)cc(C)n3n2)cc1OCC	-15%	-8%	-14%	-5%	-15%	20%	29%	1%	14%
CN1CCN(c2ccccc2NC(=O)c2ccc([N+](=O)[O-])o2)CC1	-17%	6%	·	-5%	-25%	-12%	19%	-21%	10%
CC(CCc1ccccc1)NCc1ccc(Cl)cc1Cl (stereo unspecified)	?	-1%	?	-8%	13%	-7%	14%	-4%	-10%
CCOC(=O)C1CCN(Cc2ccc(OC)c(C)c2OC)CC1	1.1µM*	-3%	?	-5%	10%	14%	?	-10%	7%
CCC1CCCCN1C(=S)Nc1ccc(C(C)=O)cc1 (stereo unspecified)	-17%	4%	-20%	-13%	?	-8%	17%	0%	15%
Cc1cccc(-n2ncc(C(=O)N3CCN(C(=O)c4ccco4)CC3)c2C2CCN(C(=O)OC(C)(C)C)CC2)c1	-23%	4%	-6%	-9%	10%	5%	-10%	0%	-7%
Cc1cccc(NC(=O)c2cc3cc([N+](=O)[O-])ccc3s2)n1	-5%	2%	-8%	6%	27%	10%	35%	0%	1%
CN(CC(=O)Nc1ccc(F)c(Cl)c1)S(=O)(=O)c1ccc2c(c1)n(C)c(=O)c(=O)n2C	-11%	4%	1%	-10%	13%	-10%	10%[57 µM]	-3%	4%
CCN(CCCNC(=O)c1cc2cc3ccc(C)cc3nc2s1)c1ccccc1	-11%	7%	-27%	3%	3%	6%	13%	19%	-7%
Cc1cc2c(cc1S(=O)(=O)CCC(=O)N1CCC(C)CC1)OCC(=O)N2	-7%	2%	-11%	i	5%	-12%	63%[activator]	0%	7%
COc1ccc(NC(=O)CCS(=O)(=O)c2cccc3nonc23)cc1	-10%	0%	14%	8%	-37%	4%	24%	7%	6%
COc1cccc(/C=N/NC(=O)c2cccc(N3CCCC3=O)c2)c1	-6%	5%	-10%	-8%	5%	-31%	17%	-2%	5%
O=c1ccn([C@@H]2O[C@H](CO)[C@@H](O)[C@H]2O)c(=O)[nH]1	-2%	21%	6%	-1%	9%	-22%	32%	-11%	-5%
CN(c1ccccc1)S(=O)(=O)c1ccc(C(=O)NCCc2ccc(F)cc2)cc1	1%	-4%	1%	-1%	21%	20%	23%	-1%	-13%
COc1cccc(-c2cc(=O)c3cc(NC(=O)c4ccc(Cl)cc4)ccc3[nH]2)c1	-15%	-20%	?	3%	17%	-9%	13%	-12%	-5%
Cc1ccc(Nc2nc3ccccc3nc2-n2nc(C)cc2C)cc1	250%[activator]	-2%	32%&-6%[activator]	i	0%	-4%	372%[activator]	0%	-19%
CCOc1cccc2sc(N3CCN(C(=O)C(C)(C)C)CC3)nc12	-14%	6%	-18%	-1%	14%[57.1 µM]	-8%	35%	0%	2%
O=C(NC1CCCCCCC1)c1cnccn1	4%	-3%	15%	7%	4%	-13%	22%	1%	3%
Cc1c(Cl)c([N+](=O)[O-])nn1CCCC(=O)Nc1sc2c(c1C#N)CCC2	?	·	?	-7%[11.5 µM]	12%	-43%	?	-1%	3%
COCCNC(=O)CN1C(=O)/C(=C/c2ccccc2)Oc2ccc(C(C)(C)C)cc21	52%[activator]	8%	-2%	·	87%	-12%	99%[activator]	6%	-2%
COc1cc2c(cc1OC)CN(CC(=O)Nc1ccc(Cl)cc1Cl)CC2	-27%	12%	0%	i	4%[57.1 µM]	-27%	-6%	12%	0%
CCOc1cc(/C=C2\C(=O)ON=C2c2ccccc2)ccc1OC	-14%	-5%	13µM*	-4%	18µM*	?	19%	-9%	13%
Cc1ccccc1C(=O)Nc1ccc(CN2CCOCC2)cc1	-6%	2%	6%	5%	17%	15%	35%[activator]	2%	-1%
C/C(CC1CC(COCC(C)C)OC1=O)=N\NC(N)=S (stereo unspecified)	-29%	·	?	-1%	-1%	-16%	22%	3%	11%
CC(Sc1nncs1)C(=O)Nc1ccc(S(=O)(=O)Nc2ncccn2)cc1 (stereo unspecified)	-9%	-14%	5%	-3%	9%	9%	34%[activator]	0%	2%
Cc1cccc(NC(=O)C2COc3ccccc3O2)n1 (stereo unspecified)	-4%	2%	?	-9%	26%	2%	34%	-9%	-3%
CN(CC(=O)Nc1ccccc1Cl)C(=O)COC(=O)CSc1ccc(F)cc1	1%	12%	-24%	i	-8%	-18%	37%	6%	1%

Screening data deposited in PubChem by National Center for Advancing Translational Sciences (NCATS).
